# Source: PubChem (several laboratories)
# Efflux pump mplx – blocks antifungal efflux pumps in multiplex yeast assay. S. cerevisiae Candida pump triplex, Nile Red efflux. AID 485275. inhibition, % at 10 µM. 330,000 tested, 0.44% active;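 active = plate passing quality check with inhibition over a set limit, or well fluorescence over plate mean plus 4 SD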;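 also: Nile Red retained in pooled yeast measured as flow cytometry median fluorescence; 0% = buffer negative control and 100% = Enniatin B positive control; higher means more Nile Red kept so more efflux inhibition; some compounds called inactive have numbers as strong as hits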
# VLA-4 inh – inhibition in a human VLA-4 binding assay | inhibition, % (about 7 µM as worked out from the volumes in the protocol) | VLA-4 expressing cells, ligand binding flow cytometry | 330,000 tested, 0.2% active | P13612; in the data active = inhibition above about 50%
# PME-1 inh – blocks human protein phosphatase methylesterase 1 | recombinant PME-1, FP-Rh probe fluorescence polarization | 320,000 tested, 0.53% active | inhibition, % at 5.9 µM | Q9Y570;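 active = inhibition above the campaign mean of all compounds plus 3 SD, cut at about 26% in these data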;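 also: competitive labeling of PME-1 active site by serine hydrolase directed probe; 0% = PME-1 with DMSO and 100% = wells lacking PME-1 enzyme; inhibitors block probe labeling so polarization falls and inhibition rises; many of its hits are not listed in these tables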
# GLD-1 RNA inh – GLD-1-TGE RNA interaction inhibition (C. elegans). Q17339. purified GLD-1 + fluorescein TGE RNA, fluorescence polarization. inhibition, % at 5.96 µM. 320,000 tested, 0.44% active. AID 2280;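 active = percent inhibition above a per-plate cutoff, the plate mean of test compounds plus 3 SD, cut at about 30% in these data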;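 also: 0% = DMSO wells with GLD-1 and probe and 100% = wells lacking GLD-1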
# Fam108B inh – Fam108B inhibition, counter-screen for RBBP9 inhibitors; inhibition, % at 9.51 µM; 300,000 tested, 0.33% active; AID 1947; recombinant Fam108B, FP-Rh probe fluorescence polarization;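 active = inhibition above the screen mean inhibition plus 3 SD, computed separately per campaign, cut at about 18% in these data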;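 also: inhibitors lower polarization as less probe binds the enzyme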
# MCL1-BIM inh – MCL1-BIM-BH3 interaction inhibition (human); inhibition, % at 10.9 µM; Q07820; AID 2057; 320,000 tested, 0.68% active; GST-MCL1 / FITC-Bim-BH3 fluorescence polarization;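 active = inhibition above the mean inhibition of all tested compounds plus 3 SD, set per campaign, cut at about 40% in these data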;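 also: 0% = DMSO wells and 100% = unlabeled Bim-BH3 peptide control; higher means more loss of mP so more displacement of Bim peptide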
# Target sequence (Q07820 whole entry, looked up): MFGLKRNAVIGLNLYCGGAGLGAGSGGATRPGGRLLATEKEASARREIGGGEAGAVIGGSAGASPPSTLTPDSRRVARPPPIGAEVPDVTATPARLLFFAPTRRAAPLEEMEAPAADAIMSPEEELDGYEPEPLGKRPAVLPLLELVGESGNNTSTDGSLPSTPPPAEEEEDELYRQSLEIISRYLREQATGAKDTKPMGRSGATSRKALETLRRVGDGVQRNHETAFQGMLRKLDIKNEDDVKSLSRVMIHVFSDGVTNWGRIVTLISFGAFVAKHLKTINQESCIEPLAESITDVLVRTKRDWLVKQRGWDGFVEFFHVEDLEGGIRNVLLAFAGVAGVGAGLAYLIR
# GRK2 inh – inhibitors of human GRK2 displacing RNA aptamer; P25098; bead flow cytometry, FAM-aptamer displacement from GRK2; inhibition of aptamer binding, % at 10 µM; 330,000 tested, 0.59% active;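 active = inhibition of aptamer binding above 40%, roughly 3 SD of noise, on plates passing a quality check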;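 also: median bead fluorescence of bound FAM aptamer so fluorescent compounds give negative values; no value below 0 was filed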
# MEX-5 binding – C. elegans MEX-5 TCR-2 RNA binding activity; Q9XUB2; AID 1832; MEX-5/FITC-TCR2 RNA binding, fluorescence polarization; active compounds read low; 300,000 tested, 0.38% active; activity score (negative = inhibition of binding), % at 10 µM;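 active = inhibition past about -25% in most replicates, and total fluorescence under double the plate's negative control median, limit read from the data; inconclusive = replicates evenly split on the limit, or fluorescence at least double controls; inactive = too little inhibition in most replicates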;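 also: 0% = DMSO and -100% = 5 µM competing unlabeled TCR2 RNA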
# Target sequence (Q9XUB2 whole entry, looked up): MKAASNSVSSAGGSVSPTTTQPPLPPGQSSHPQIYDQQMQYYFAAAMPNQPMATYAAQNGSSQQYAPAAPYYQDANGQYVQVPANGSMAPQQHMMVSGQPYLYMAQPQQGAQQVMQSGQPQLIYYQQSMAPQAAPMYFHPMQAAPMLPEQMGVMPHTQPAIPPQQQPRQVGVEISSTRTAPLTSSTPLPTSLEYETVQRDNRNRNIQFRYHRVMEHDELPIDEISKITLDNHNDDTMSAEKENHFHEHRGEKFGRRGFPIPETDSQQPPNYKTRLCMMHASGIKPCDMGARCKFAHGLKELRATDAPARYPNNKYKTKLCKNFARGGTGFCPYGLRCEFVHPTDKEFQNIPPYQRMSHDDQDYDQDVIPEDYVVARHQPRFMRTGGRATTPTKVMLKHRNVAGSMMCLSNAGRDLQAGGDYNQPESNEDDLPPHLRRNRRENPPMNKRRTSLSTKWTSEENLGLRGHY
# BCLXL inh – inhibitors of human Bcl-xL. Q07817. GST-Bcl-xL / FITC-Bim BH3 peptide fluorescence polarization. inhibition, % at 10.9 µM. 320,000 tested, 0.7% active;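 active = inhibition above the mean of all tested compounds plus 3 SD, cutoff set per campaign, cut at about 30% in these data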;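 also: 0% = DMSO wells and 100% = unlabeled Bim-BH3 peptide competitor; inhibitors lower millipolarization by displacing the labeled peptide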
# Target sequence (Q07817 whole entry, looked up): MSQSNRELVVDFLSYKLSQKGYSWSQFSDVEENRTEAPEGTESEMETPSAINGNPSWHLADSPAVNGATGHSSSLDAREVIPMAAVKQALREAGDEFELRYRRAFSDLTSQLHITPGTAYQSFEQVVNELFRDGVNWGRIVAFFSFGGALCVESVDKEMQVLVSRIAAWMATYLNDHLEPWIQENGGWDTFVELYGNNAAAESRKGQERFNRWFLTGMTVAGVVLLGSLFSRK
# The depositor's hits bear a star; ? = inconclusive; / = not tested or not shown.
item	SMILES	Efflux pump mplx	VLA-4 inh	PME-1 inh	GLD-1 RNA inh	Fam108B inh	MCL1-BIM inh	GRK2 inh	MEX-5 binding	BCLXL inh
1	O=C(Nc1ccc(C(F)(F)F)cc1)C1(c2ccccc2)CC1	-0.5	0	6	0	5	-15	0	-2.5	-3
2	Cn1c(N)c(C(=O)c2cc(-c3ccccc3)nc3ccccc23)c(=O)n(C)c1=O	0.1	4	-6	0	3	-2	1	-0.5	3
3	COc1cc(OC)cc(C(=O)N[C@H](C(=O)OCC(=O)NC(=O)NC(C)(C)C)C(C)C)c1	0.2	15	-1	0	-3	5	1	0.4	7
4	COC(=O)CCC(=O)Nc1ccccc1C(N)=O	-0.2	7	3	2	1	-1	0	-0.5	0
5	CCOC(=O)c1nn(-c2ccc(C)cc2)c2nc(Nc3ccccc3)cc(=O)n12	0.1	4	-8	-20	2	-16	3	?	-15
6	OCC1(CCc2ccccc2)CCN(Cc2cc(Cl)ccc2O)CC1	0.0	5	-5	3	0	-2	0	0.2	2
7	Cc1cccc(CN2CCN(C(=O)c3ccccc3F)CC2)c1	0.0	3	6	-4	7	6	0	-0.2	9
8	N/C(=N\OC(=O)C12CC3CC(CC(C3)C1)C2)c1cccnc1	0.1	-26	-9	-8	-4	4	3	-0.4	5
9	O=c1n(-c2ccccc2)c(=O)n2n1CC(O)C2	-0.1	-2	0	-7	4	-2	0	-0.8	3
10	Cc1oc2c(CN3CCCC(C)C3)c(O)ccc2c(=O)c1-c1ccccc1 (stereo not given)	0.1	7	-5	-3	2	-2	0	2.1	5
11	COC(=O)c1ccccc1NC(=O)COc1ccc2c(c1)OCO2	0.4	-27	-25	-4	-2	-12	13	0.2	-9
12	O=C(C1CC(=O)N(c2ccc3c(c2)OCCO3)C1)N1CCN(c2cccc(C(F)(F)F)c2)CC1 (stereo not given)	0.0	26	0	1	1	-10	2	-1.9	-10
13	CCN1C(=O)/C(=C\N2CCN(c3ccc(F)cc3)CC2)SC1=S	0.1	-7	0	0	7	4	1	1.5	2
14	CC1CC1C(=O)OCC(=O)Nc1cccc(S(=O)(=O)NC2=NCCCCC2)c1 (stereo not given)	-0.2	4	4	-2	2	6	0	0.2	3
15	COc1c[nH]n(-c2ccccc2)c(=O)c1=O	0.0	21	-4	5	-1	-5	0	0.6	0
16	CCc1cc2c(C)ccc(C)c2nc1SCC(=O)Nc1c[nH]c(=O)[nH]c1=O	0.2	-7	-19	11	-30	-9	2	-0.4	4
17	CCCCCCc1nc2c(=O)[nH]c3ccccc3c2o1	0.1	13	-3	3	1	-1	0	0.8	-2
18	Cc1cc([N+](=O)[O-])ccc1NCc1cccc2ccccc12	-0.1	21	-14	1	-7	-3	2	-0.5	0
19	COC(=O)c1ccncc1C(=O)Nc1ccc(F)cc1	0.2	0	0	1	-1	0	2	-2.0	1
20	COc1ccccc1N1CCN(C(=O)c2cc(-c3ccc4c(c3)OCO4)on2)CC1	-0.2	-6	4	-1	-1	-2	0	2.7	4
21	O=C(NC(Cc1c[nH]c2ccccc12)C(=O)O)/C(=C/c1ccco1)NC(=O)c1ccccc1 (stereo not given)	-0.3	-6	-3	-6	-2	6	3	-1.9	9
22	Cc1ccccc1N=C(NO)c1nonc1N	-0.1	6	3	-2	-4	4	0	-1.0	4
23	CC(=O)Nc1ccc(NC(=O)COC(=O)C2CCC(C(C)(C)C)CC2)cc1 (stereo not given)	0.3	6	/	3	/	/	3	/	/
24	CCN(CC)CCN1C(=O)C(=O)/C(=C(/O)c2ccc(S(=O)(=O)N3CCOCC3)cc2)C1c1ccc(Cl)cc1 (stereo not given)	0.1	-25	-2	-2	0	3	0	-2.6	3
25	Nc1nc2nc(-c3ccc(Cl)cc3)cc(C(F)(F)F)n2n1	-0.2	3	0	10	0	2	3	-0.2	3
26	CC(C)(C)C(=O)c1sc(Nc2ccccc2)nc1N	0.2	9	10	10	4	6	0	2.7	3
27	C[C@H](CO)N1C[C@H](C)[C@@H](CN(C)C(=O)Nc2ccc3c(c2)OCO3)Oc2ccc(NC(=O)CCC(F)(F)F)cc2C1=O	-0.3	11	/	8	/	/	0	/	/
28	Cn1c(CN2CCCCC2)nc2cc(NC(=O)c3ccccc3Cl)ccc21	-0.3	4	-4	-2	2	6	0	3.5	4
29	CS(=O)(=O)Nc1ccc(C(=O)Nc2ccccc2C(=O)N2CCCC2)cc1	-0.1	-1	-1	-5	2	-2	5	0.5	-2
30	CCN1CCN(S(=O)(=O)c2ccc(C(=O)Nc3sc4c(c3C(N)=O)CCN(CC)C4)cc2)CC1	-0.2	0	-1	-79	2	-60	0	0.0	-22
31	CC(C)(C)C(=O)N1NC(=Nc2ccccc2)SC1(C)C	-0.1	-3	5	3	2	1	0	0.2	4
32	O=C(C/C=N\OCc1ccc(Cl)cc1Cl)Nc1ccccc1	0.0	3	-5	10	-3	-2	0	-0.8	2
33	O=C(CCCOc1ccccc1)NCc1ccco1	-0.1	1	4	-3	9	3	0	1.3	6
34	C=CCC[C@H](Cc1ccc(F)cc1)C(=O)O[C@H](CNC(=O)[C@@H](CC=C)CC(=O)N(CCO)Cc1ccccc1)c1ccccc1	0.7	26	/	8	/	/	2	/	/
35	Cc1cccc(C)c1OCC(=O)NNC(=O)CCNC(=O)c1ccc(Br)cc1	0.1	17	5	0	1	0	0	1.2	1
36	O=C(c1ccco1)N1CCN(C(=O)c2nn3cccnc3c2Cl)CC1	-0.3	-9	7	5	-2	2	2	-2.9	0
37	COc1ccc(OC)c(NC(=O)C2CCN(S(=O)(=O)c3c(C)noc3C)CC2)c1	0.0	4	-2	63*	-3	2	0	0.9	3
38	COc1ccccc1C(=O)Nc1sc(C(=O)N2CCCC2)c(C)c1C#N	0.0	7	-5	2	0	3	2	-1.3	-1
39	COc1ccc(C2CC(c3cccs3)=NN2S(=O)(=O)c2ccc(C)cc2)cc1 (stereo not given)	2.5	-3	-4	-2	1	6	0	1.9	8
40	O=S(=O)(c1c(Cl)sc(Cl)c1Br)N1CCCC1	0.3	14	9	2	2	4	3	0.3	2
41	COCCNC(=O)CSc1nc2cc(OC)c(OC)cc2c(=O)n1Cc1ccco1	-0.1	4	-5	0	-1	2	2	-1.0	-2
42	Cc1cc(NC(=O)C(C)N2C(=O)c3ccccc3S2(=O)=O)no1 (stereo not given)	-0.1	-7	-4	-2	1	-1	0	-1.4	3
43	COc1ccc(NC(=O)C(C)Sc2nnc3c4c(nc(-c5ccc(OC)cc5)n23)CC(C)(C)OC4)cc1 (stereo not given)	0.0	0	3	0	0	6	1	-0.5	1
44	Cc1cccc(N2CCN(CC(=O)Nc3ccc(S(=O)(=O)N4CCOCC4)cc3)CC2)c1C	0.5	6	-4	1	-2	-9	1	-1.7	-4
45	CCC(=O)N1CCc2cc(Br)cc(S(=O)(=O)NCCN3CCCCC3CC)c21 (stereo not given)	0.4	6	1	-5	-3	16	0	/	11
46	Cc1ccc(-c2c(NC(=O)C(C)C)n(C)c3ccccc3c2=O)cc1	-0.1	4	/	/	/	/	0	1.2	/
47	CCOc1ccc(/C(O)=C2/C(=O)C(=O)N(CC3CCCO3)C2c2ccco2)cc1 (stereo not given)	0.1	27	-1	3	1	-1	1	2.3	7
48	O=C(Nc1nc2nccc(-c3ccccc3)n2n1)c1ccc(F)cc1	0.0	3	2	9	2	0	0	-0.6	5
49	Cc1ccc(OCC(=O)O/N=C(\N)Cc2ccc(Cl)cc2)cc1	0.0	-7	0	-2	-4	-10	2	0.8	-5
50	COc1ccc([N+](=O)[O-])cc1N(CC(=O)Nc1ccccc1C(=O)N1CCOCC1)S(C)(=O)=O	0.6	-5	0	-5	7	2	0	-4.6	2
51	CCOC(=O)C(Cc1ccccc1)NS(=O)(=O)c1ccc(NC(C)=O)cc1 (stereo not given)	0.0	0	-2	-1	6	5	0	-0.1	8
52	Cc1ccccc1OCc1nnc(SCc2cc(=O)[nH]c3ccccc23)n1-c1ccccc1	-0.2	23	3	4	3	8	5	-1.2	7
53	CC(=O)N1c2ccc(S(=O)(=O)N3CCCC(C(=O)Nc4cc(C)cc(C)c4)C3)cc2CC1C (stereo not given)	0.1	44	-9	6	-2	4	2	-3.5	5
54	CCCn1c(SCC(=O)NCC2CCCO2)nc2c1c(=O)n(C)c(=O)n2C (stereo not given)	-0.1	0	-1	-3	-1	6	4	-2.6	6
55	NC(=O)C1CCN(c2nc(C3CC3)nc3c2nnn3Cc2ccccc2Cl)CC1	0.1	8	0	4	-4	3	0	-1.4	4
56	CC1CN(C(=O)c2scc3c2OCCO3)CC(C)O1 (stereo not given)	0.1	7	-3	-2	-5	1	0	/	4
57	CCNC(=O)CC1C(=O)N(c2cccc(C)c2)C(=O)N1CCC(C)C (stereo not given)	0.3	23	-7	10	-1	-2	0	2.3	-1
58	Cc1cccc(C)c1Nc1nnc(SCC(=O)c2ccc(Br)s2)s1	0.4	0	-3	1	-7	1	16	0.8	2
59	CCN(CC)c1ccc(NC(=O)c2ccco2)cc1	-0.2	-2	6	-3	4	6	0	-0.1	-1
60	CCC1(C)Cc2c(sc3nc(NN)n(C)c(=O)c23)CO1 (stereo not given)	-0.1	12	37*	5	2	13	4	1.2	15

# (further entries)
item	SMILES	Efflux pump mplx	VLA-4 inh	PME-1 inh	GLD-1 RNA inh	Fam108B inh	MCL1-BIM inh	GRK2 inh	MEX-5 binding	BCLXL inh
61	O=C(Nc1nc(-c2ccccn2)cs1)c1ccc(F)c(S(=O)(=O)N2CCOCC2)c1	0.1	-5	1	7	/	20	2	/	17
62	Cc1ccc(/C=N/Nc2ccc3ccccc3n2)o1	0.0	-4	8	4	3	4	1	/	3
63	O=C(COC(=O)c1ccc[n+]([O-])c1)Nc1ccccc1OC(F)F	0.0	-10	/	3	/	/	0	/	/
64	O=C(Nc1ccc(F)cc1)c1ccc(CSc2ccc(Cl)cc2)o1	0.1	25	-9	3	-4	-1	3	-1.0	5
65	C=CCc1ccccc1OCC(=O)OCCNC(=O)c1cccnc1	-0.1	8	4	-1	-6	3	0	2.4	4
66	CCOCC(=O)Nc1ncc(S(=O)(=O)c2ccc([N+](=O)[O-])cc2)s1	-0.1	-10	-1	-4	3	10	0	1.8	11
67	Cc1ccc(-c2csc3ncnc(-n4cnc5ccccc54)c23)cc1	0.1	5	-1	5	1	4	0	-4.4	1
68	O=C(Nc1ccc(N2CCOCC2)cc1)c1ccc(Cl)c(S(=O)(=O)N2CCCC2)c1	-0.2	-19	10	2	/	-3	0	/	-2
69	O=c1[nH]c2ccccc2nc1N1CCOCC1	0.0	5	-4	1	0	3	0	1.8	4
70	CC(C)(C)C(=O)NC(=S)Nc1sc2c(c1C#N)CCCCC2	-0.1	0	1	-2	0	13	3	0.1	14
71	COc1ccc(S(=O)(=O)NCC(c2ccc(F)cc2)N2CCN(C)CC2)cc1 (stereo not given)	-0.1	7	-3	-6	-1	0	76*	0.0	5
72	O=C(c1cc2sccc2n1Cc1ccccc1)N1CCc2ccccc21	0.1	12	3	5	-5	0	2	1.1	5
73	COc1cccc2c(=O)c3c(cnn3C)n(C)c12	0.1	7	-5	1	3	-2	0	/	0
74	CC(C)COc1ccc(C(=O)NNC(=O)c2ccc(=O)[nH]c2)cc1	0.1	8	3	-1	/	-1	0	/	-3
75	Cc1cc(C)n2nc(SCC(=O)N(C)Cc3ccccc3)nc2n1	0.0	9	-6	11	4	2	2	1.8	-1
76	Cc1ccc(C2(c3noc(CN(C)CCO)n3)CCCC2)cc1	0.0	-1	3	-3	7	3	0	1.3	3

# These rows are one share of the data; count on the stated rates, not on these rows.
